Bioassay records: PubChem, National Center for Advancing Translational Sciences (NCATS)
IkB sig inh – IkB pathway inhibition in ABC-DLBCL cells; Potency, µM (titrated, usually from 57.1 µM), without a hit: top-dose IkBa stabilization activation; ABC-DLBCL IkBa-CBG/CBR dual luciferase ratio, 4 h; response scale: scaled: untreated 0%, proteasome inhibitor 100%; 110,000 tested, 0.04% active; active = well fitted curve in the direction sought with a large enough effect in the signal ratio, not every such curve was filed as active; inconclusive = small, poorly fitted or top-dose-only effect, or a change in a side signal; the % refers to the signal ratio;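 also: the direction sought is a rising ratio; 0% = basal untreated cells and 100% = reference inhibitor full response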
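Luminescence ratio of IκBα-fused green versus native red beetle luciferase in OCI-Ly3 cells, 4 h post-doxycycline with compound; red signal alone, scaled from basal (0%) to zero light (-100%), flagged nonspecific or cytotoxic effects.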
p53ts 39C kill – cytotoxicity in p53ts cells at nonpermissive temperature; H1299-p53A138V viability at 39C, ATP luminescence, 24 h; Potency, µM (highest dose often 46.1 µM), for inactives: at the top dose activity change, negative = cell killing, usual class: cytotoxic; 130,000 tested, 1.5% active; AID 902; also: nearly all actives have a fitted effect of over 55% in size
Imprint erasure – induces erasure of genomic imprints in mouse ES cells; mouse ES Peg3-LacZ reporter, beta-gal luminescence, 40 h; 110,000 tested, 0.02% active; AID 1948; Potency, µM (doses to about 60.7 µM), without a hit: at the top dose activity change, positive = activation, actives largely listed as activators;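 also: 0% = negative control wells on the plate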
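Each well holds 300 Peg3LacZ-Neo (maternal) female ES cells incubated 40 h at 37C, 5% CO2. LacZ is measured by BetaGlo luminescence, with AC50 and maximum efficacy derived from dose-response curves.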
p53ts 32C tox – cytotoxicity in p53ts cells at permissive temperature; AID 924; 130,000 tested, 0.93% active; Potency, µM (titrated, usually from 46.1 µM), for inactives: at the top dose activity change, negative = cytotoxicity, usual class: cytotoxic; H1299-p53A138V at 32C, ATP luminescence viability, 24 h;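 also: 0% = DMSO and -100% = full killing by reference compound; nearly all actives have a fitted effect of over 55% in size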
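Cells: H1299 p53ts (A138V), 600/well, pre-incubated 16–30 h at 37C. Cpd up to 46 uM, 24 h, 32C. Readout: ATPlite luminescence, 20 min RT. Normalization: DMSO vs tamoxifen 100 uM. AC50 by Hill equation.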
* = called active by the depositor; ? = inconclusive; . = no result given; [ ] = remark or other dose. Unless noted, calls follow the shape of the dose curve; as a rule, active = well fitted curve in the direction sought with a large enough effect; inconclusive = small, poorly fitted or top-dose-only effect, or another doubt; inactive = no such curve, though single readings can be large; an effect the other way counts as inactive or inconclusive. Unless noted, % is scaled to controls: 0 for no effect and ±100 for the full control effect; potency is read from the fitted curve at half-maximal effect.

SMILES | IkB sig inh | p53ts 39C kill | Imprint erasure | p53ts 32C tox
Cc1ccc(CSc2nc3ccc(NC(=O)COc4ccc(F)cc4)cc3s2)cc1 | -1.6% | 45%[activator] | -10%[10.9 µM] | 2%
CCCCS(=O)(=O)C(=C1Nc2ccccc2N1)S(=O)(=O)CCCC | 6.3% | -10% | -15% | 7%
CCOc1ccc(-n2c(SCC(N)=O)nc3c(c2=O)SCC3)cc1 | -1.3% | 2% | -7% | 7%
CC(=O)N1c2ccc(S(=O)(=O)NCC3CCC(C(=O)NC(C)(C)C)CC3)cc2CC1C (stereo unspecified) | 2.0% | 1% | 15%[10.9 µM] | 2%
O=C(Nc1nnc(-c2ccccc2)s1)c1ccc(Cl)c(S(=O)(=O)N2CCOCC2)c1 | 1.5% | 6% | 6% | 6%
Cn1c(=O)c2c(c3ccccc31)OC(=O)CC2c1ccccc1 (stereo unspecified) | ? | 26% | 14%[10.9 µM] | ?
Cc1ccccc1Cn1nnc2c(=O)[nH]c(C3CCCN(C(=O)c4ccc(F)cc4)C3)nc21 (stereo unspecified) | 1.5% | -3% | 28%[10.9 µM] | 5%
Cc1ccc(C)c(N2CCN(C(=O)c3cc4ccc5cccnc5c4[nH]3)CC2)c1 | 0.7% | 1% | -7%[10.9 µM] | -4%
Cn1c(CNC(=O)CSc2nc(-c3ccccc3F)nc3cc(=O)[nH]n23)nc2ccccc21 | -1.1% | 27% | 10%[10.9 µM] | -7%
CC(=O)N1c2ccccc2CC1C(=O)N1CCN(c2ccc(F)cc2)CC1 (stereo unspecified) | 0.9% | 4% | -14%[10.9 µM] | -4%
Cc1ccc(CNC(=O)CCCn2c(=O)[nH]c3ccc(Br)cc3c2=O)cc1 | 1.0% | 0% | 12%[10.9 µM] | 7%
CCOC(=O)C1CCC(CN(Cc2ccc(OC)cc2)S(=O)(=O)c2ccc(F)c(C(=O)Nc3cc(C)ccc3C)c2)CC1 (stereo unspecified) | 1.5% | -14% | -21%[10.9 µM] | -7%
CC1=Nn2c(nnc2C2CCCCC2)SC1 | -0.6% | 10% | 1% | 6%
COC(=O)N1CCC2(CCN(Cc3cc(C(F)(F)F)cc(C(F)(F)F)c3)CC2)CC1 | -0.3%[11.4 µM] | -3% | . | 3%
O=S1(=O)CC(NCc2ccccc2)C(Nc2ccc(Cl)cc2)C1 (stereo unspecified) | 0.7% | -21% | -10% | 11%
O=C1c2ccccc2C(=O)N1CCCCSc1nnnn1-c1ccccc1 | ? | -10% | -13% | -8%
COC(=O)c1[nH]c2ccccc2c1NC(=O)CN1CCN(c2cccc(Cl)c2)CC1 | ? | 7% | -20% | -2%
Cc1ccccc1OCC(=O)N(Cc1ccc(N(C)C)cc1)C1CCS(=O)(=O)C1 (stereo unspecified) | 5.7% | 3% | -23% | 8%
O=C(c1ccc2c(c1)OCO2)N(c1ccc(F)cc1)C1C=CS(=O)(=O)C1 (stereo unspecified) | 0.0% | -8% | -12% | 3%
CCN1C(=O)/C(=C2\SC(=S)N(CCCOC)C2=O)c2ccccc21 | -0.6% | 1% | -3% | 3%
Cc1ccc(NCc2nnc(SCCN3CCCCC3)n2CC2CCCO2)c(C)c1 (stereo unspecified) | ? | 6% | -13% | -3%
COCCNC(=O)[C@@]1(Cc2ccccc2)C=C[C@@H](C)N1C(=O)OC | . | 9% | -8% | 4%
CCOc1ccc(NC(=O)CCNS(=O)(=O)c2ccc3c(c2)c(=O)n(C)c(=O)n3C)cc1 | 0.6% | 6% | -11% | 11%
CCOc1ccc(NC(=O)NCc2cccn2Cc2ccccc2)cc1 | -1.8% | -12% | 11%[10.9 µM] | 0%
Cn1c(=O)c2c(ncn2CCN(CCO)Cc2ccccc2)n(C)c1=O | 1.0% | -9% | -5% | -16%
Remaining list, next part:
SMILES | IkB sig inh | p53ts 39C kill | Imprint erasure | p53ts 32C tox
O=C(COc1ccc(Cl)cc1)NCc1nnc(SCC(=O)N2CCCc3ccccc32)o1 | 1.6% | -1% | -14% | 11%
Cc1cccc(N2CCN(c3nnnn3-c3ccccc3)CC2C)c1 (stereo unspecified) | ? | -10% | -14% | 4%
Cn1c(=O)cc(OCCCC(=O)Nc2ccc(F)cc2)c2ccccc21 | 6.9% | -19% | -15%[10.9 µM] | 0%
O=C1CN(C(=O)Nc2ccccc2C(F)(F)F)C(c2ccccc2)c2c(sc3c2CCCC3)N1 (stereo unspecified) | 1.3% | 3% | -13%[10.9 µM] | 11%
O=C(NCCO)C(=O)Nc1c2c(nn1-c1ccc(F)cc1)CSC2 | -2.2% | -10% | 15%[10.9 µM] | 7%
CCc1nc(C)c(-c2ccccc2)c(=O)[nH]1 | 0.5% | 13% | -8% | -4%
O=S(=O)(Nc1ccc(-c2nc3ccccc3o2)cc1)c1ccccc1 | ? | -5% | 2% | 3%
CC(=O)N1CCc2cc(CNS(=O)(=O)c3ccc(Br)s3)ccc21 | ? | -1% | 5%[10.9 µM] | 0%
CC(C)OCC(O)CSc1ccccn1 (stereo unspecified) | -0.8% | 14% | -5% | 0%
COc1ccc(Oc2ccc(S(=O)(=O)N3CCCCC3)cc2S(=O)(=O)N2CCCCC2)cc1 | 0.8% | 8% | -2% | 3%
COc1cccc(-n2nnnc2SCC(=O)N2CCCc3ccccc32)c1 | ? | -3% | -10% | -10%
Cc1cc(NC(=O)Cn2nc3c(cc2=O)CCCC3)ccc1Br | 5.1% | -5% | -12% | -5%
O=C(COC(=O)c1ccccc1F)c1ccc(-n2nncc2-c2ccco2)cc1 | 0.5% | 11% | -4% | 5%
N#Cc1cccc(-c2cncnc2NCCc2cnc[nH]2)c1 | -0.3%[11.4 µM] | -5% | 1% | -2%
Oc1ccc(Cl)cc1C=Nc1cnc2ccccc2c1 | 13%[11.4 µM] | -1%[9.22 µM] | 4%[10.9 µM] | 3%[9.22 µM]
O=c1oc2c3c(nn2c2ccccc12)CCCC3 | -1.9% | -24% | -11% | 12%
Cc1ccc(-c2nnn(CCC(=O)NC3CCCC3)n2)cc1 | -0.4% | 5% | . | -6%
CS(=O)(=O)c1ccc(N2CCOCC2)c(S(C)(=O)=O)c1 | 1.5% | 16% | 1% | -2%
Cc1nn(-c2ccccc2)c2nc(C(F)(F)F)[nH]c(=O)c12 | . | 12% | . | -8%
Cn1c(=O)oc2cc(S(=O)(=O)NCCN3CCCCCC3)ccc21 | 3.6% | -16% | -16% | 4%
COCCCNC(=O)c1cc2cc(S(=O)(=O)N3CCCCC3)ccc2n1C | -0.6% | -4% | -3%[10.9 µM] | 7%
Cc1nc2ccccc2nc1OCC(=O)Nc1cc(C(F)(F)F)ccc1N1CCOCC1 | -0.1% | 0% | 6% | 3%
O=C(Nc1ccc(F)cc1)C1CCN(c2nc3ccccc3nc2C(F)(F)F)CC1 | 0.4% | -12% | -17%[10.9 µM] | -5%
COc1ccccc1C(=O)Nc1ccc(C(=O)OCc2cc(=O)n3ccsc3n2)cc1 | 0.1% | 15% | -6%[10.9 µM] | -2%
COC(=O)c1cc2occc2n1Cc1nc(-c2cccc(Cl)c2)oc1C | -2.1% | ? | -13%[10.9 µM] | 2%
Next part.
SMILES | IkB sig inh | p53ts 39C kill | Imprint erasure | p53ts 32C tox
O=C(Cn1c(=O)sc2ccccc21)Nc1ccc(S(=O)(=O)N2CCCCC2)cc1 | 1.2% | 10% | -15% | 29%
Cc1nc(-c2ccc(S(=O)(=O)N(Cc3ccccc3)C(C)C)cc2)co1 | ? | -29% | -13%[10.9 µM] | 15%
Cn1cc(C(=O)Nc2ccc(C#N)cc2)c2ccccc2c1=O | 9.3% | -23% | -4%[10.9 µM] | 4%
CCn1c(CN2CCCCC2)nc2cc(NC(=O)COc3ccc(C(C)(C)C)cc3)ccc21 | ? | -25% | -9%[10.9 µM] | -9%
COc1ccc(Cc2nc3ccc(C(=O)NCCc4ccccc4)cc3o2)cc1 | 1.2% | -13% | -7%[10.9 µM] | -6%
Cc1ccc(CN(CC2CCCO2)C(=O)CN2C(=O)C(C(C)C)Oc3ccccc32)o1 (stereo unspecified) | 0.3% | 27% | -22% | 3%
COC(=O)c1c(NC(=O)c2ccco2)sc2c1C(C(=O)OC)CC2 (stereo unspecified) | 2.8% | -16% | 0% | 0%
Cc1ccc(O)c(NC(=O)c2nc3nc(C)cc(C(F)F)n3n2)c1 | -0.7% | -13% | -6%[10.9 µM] | -1%
CCOC(=O)c1cc(-c2ccccc2)n(CCC(=O)NCc2ccccc2Cl)c1C | 0.4% | ? | -19%[10.9 µM] | -21%
CCOc1ccc(N(C)S(=O)(=O)c2cc(-c3cnc(C)o3)ccc2OC)cc1 | ? | -24% | -6%[10.9 µM] | 2%
Cc1cc(OCCn2cc(C(=O)c3cccs3)c3ccccc32)ccc1Cl | ? | 15% | -16%[10.9 µM] | 12%
O=C(Cc1cccs1)N/N=C/c1ccco1 | . | 33% | . | 5%
Cc1c(C(=O)NCc2ccccc2Cl)sc2nc3n(c(=O)c12)CCC3 | 0.0% | -3% | -8%[10.9 µM] | 6%
Cc1ccccc1NC(=O)c1c(C)oc2ccc(O)c(CN3CCC(C)CC3)c12 | ? | -5% | -6%[10.9 µM] | -2%
O=C(Nc1ccc2oc(-c3ccccc3Cl)nc2c1)c1cncc(Br)c1 | 0.7% | ? | -20% | ?
CCN1CCN(C(=O)C2=C(C(=O)O)CCCC2)CC1 | 0.5% | -1% | -1% | 0%
Cc1ccc(Nc2nc(C)cc(C)n2)c(Br)c1 | -0.1% | -2% | -7% | 3%
Cc1ccc(CNC(=O)CCS(=O)(=O)c2ccc(Br)s2)o1 | 1.9% | -9% | -16% | -23%
COc1ccccc1CNc1nc(-c2c(C)noc2C)nc2ccccc12 | 8.3%[11.4 µM] | 2% | -17% | -3%
Cc1ccc(S(=O)(=O)Nc2c(C)nc3nc(C)[nH]n3c2=O)c(C)c1 | -1.9% | 9% | -3%[10.9 µM] | 4%
Cc1ccc(-c2noc(-c3cccnc3NCc3ccc(Cl)cc3)n2)cc1 | 2.1% | -6% | -5%[10.9 µM] | -20%
CC1CCN(c2nc3ccc(C(=O)N4CCN(c5ccccc5)CC4)cc3s2)CC1 | 6.3% | -28% | -9%[10.9 µM] | -5%
CCc1nc2nc(C)cc(Nc3ccc(OC)cc3OC)n2n1 | -0.6% | -8% | -6%[10.9 µM] | 16%
Cc1cccc(CNC(=O)c2ccc3c(c2)c(C)c(C)n3Cc2ccccc2)c1 | -0.8% | -13% | -7%[10.9 µM] | 9%
O=C(CN1C(=O)CSc2ccc(S(=O)(=O)N3CCCC3)cc21)Nc1cccc(Cl)c1 | -0.9% | -17% | -8%[10.9 µM] | 10%

Reprinted from above, 2 compounds:
SMILES | IkB sig inh | p53ts 39C kill | Imprint erasure | p53ts 32C tox
O=C(Cn1c(=O)sc2ccccc21)Nc1ccc(S(=O)(=O)N2CCCCC2)cc1 | 1.2% | 10% | -15% | 29%
Cc1nc(-c2ccc(S(=O)(=O)N(Cc3ccccc3)C(C)C)cc2)co1 | ? | -29% | -13%[10.9 µM] | 15%

Carrying on.
SMILES | IkB sig inh | p53ts 39C kill | Imprint erasure | p53ts 32C tox
O=C(O)Cn1nc(-c2ccccc2)c2ccccc21 | 4.5% | 9% | -7% | -5%
COc1cccc(CNC(=O)C(Cc2ccccc2)NS(=O)(=O)c2ccc3c(c2)oc(=O)n3C)c1 (stereo unspecified) | 0.6% | -3% | 4%[10.9 µM] | 9%
CCOC(=O)N1CCN(S(=O)(=O)c2cc(Cl)c(OC)cc2Cl)CC1 | 4.7% | -6% | -10% | -2%
O=C(Nc1nnc(C2CCCCC2)s1)c1ccc(Br)s1 | ? | -4% | -9% | 11%
COc1cc(N2C(=O)NC3CC2(C)Oc2ccccc23)cc(OC)c1OC (stereo unspecified) | -0.6% | 14% | -1% | 6%
O=C(N1CCOCC1)n1nnc2ccccc21 | . | -19% | . | -16%
Cc1cc(NC(=O)CSc2nnc(-c3ccco3)o2)no1 | -1.8% | 7% | -5% | 2%

3 records drawn at random from those above, as already listed:
SMILES | IkB sig inh | p53ts 39C kill | Imprint erasure | p53ts 32C tox
CCOC(=O)N1CCN(S(=O)(=O)c2cc(Cl)c(OC)cc2Cl)CC1 | 4.7% | -6% | -10% | -2%
COc1cccc(CNC(=O)C(Cc2ccccc2)NS(=O)(=O)c2ccc3c(c2)oc(=O)n3C)c1 (stereo unspecified) | 0.6% | -3% | 4%[10.9 µM] | 9%
COc1cc(N2C(=O)NC3CC2(C)Oc2ccccc23)cc(OC)c1OC (stereo unspecified) | -0.6% | 14% | -1% | 6%
